# Bioassay records: PubChem, National Center for Advancing Translational Sciences (NCATS)
# AmpC inh detg – AmpC beta-lactamase inhibition with detergent present | P00811 | Potency, µM (doses to about 114 µM), for inactives: at the top dose activity change, negative = inhibition, actives largely listed as inhibitors | hit rate 0.041% among 370,000 | AmpC hydrolysis of nitrocefin, absorbance 480 nm, 0.01% Triton;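 further: potency means the concentration at half of the fitted maximal effect; 0% = no-compound wells and -100% = no-enzyme wells; nearly all actives have a fitted effect of over 25% in size; some results filed as inactive show a strong effect at the top dose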
# Target sequence (P00811 whole entry, looked up): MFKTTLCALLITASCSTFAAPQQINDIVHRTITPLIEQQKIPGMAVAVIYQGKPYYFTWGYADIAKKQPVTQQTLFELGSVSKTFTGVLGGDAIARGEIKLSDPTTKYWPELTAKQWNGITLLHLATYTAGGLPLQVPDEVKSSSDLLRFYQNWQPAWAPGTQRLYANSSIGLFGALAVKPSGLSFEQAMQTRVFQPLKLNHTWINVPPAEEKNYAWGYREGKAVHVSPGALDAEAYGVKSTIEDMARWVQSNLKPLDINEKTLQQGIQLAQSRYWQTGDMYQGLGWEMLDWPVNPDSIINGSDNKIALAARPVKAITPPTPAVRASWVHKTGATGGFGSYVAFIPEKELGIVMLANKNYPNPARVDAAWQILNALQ
#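 20 mM phosphate pH 7.0 + 0.01% (detergent screen) or 0.0001% Triton X-100; 5.3 nM AmpC reagent; cpd preinc 15 min RT; nitrocefin (800 uM stock) to start; A480 q20 s × 4 min; Activity was normalised to no-enzyme and no-compound control wells.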
# HCMV antiviral – inhibitors of human cytomegalovirus | hit rate 4.5% among 410,000 | AID 1259415 | HFF cells, HCMV-luciferase reporter, 72 h; active compounds read low | activity change, negative = inhibition, % at 57.5 µM; in the data active means activity change below about -60%; inconclusive means no clear call, values can overlap the other calls; inactive means above about -39%
#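 HFF cells seeded 16 h at 37C, treated with compounds, infected with luciferase-reporter HCMV at MOI 1 PFU/cell; luciferase read at 72 h post infection, normalized to buffer-only and Salinomycin controls.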
# AMA1 RON2 block – disrupts binding of P. falciparum AMA1 to RON2; AlphaScreen AMA1-biotinylated RON2 peptide binding; Potency, µM (series often up to 58.2 µM), for inactives: top-dose activity change, negative = inhibition, most hits filed as inhibitors; hit rate 0.2% among 360,000;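 further: potency means the concentration at half of the fitted maximal effect; 0% = vehicle wells and -100% = peptide control; nearly all actives have a fitted effect of over 45% in size; some results filed as inactive show a strong effect at the top dose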
#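 AMA1 (3D7) with his tag at 25 nM final met compounds first, then biotinylated RON2 peptide at 25 nM; detection used donor plus acceptor beads, 10 µg/mL apiece, read by AlphaScreen after 30 min at room temperature.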
# AmpC no deterg – inhibitors of E. coli AmpC beta-lactamase without detergent. hit rate 0.52% among 330,000. AmpC nitrocefin hydrolysis, absorbance 480 nm, 0.0001% Triton. P00811. AID 485341. Potency, µM (series often up to 57.1 µM), for the others: at the highest dose activity change, negative = inhibition, usual class: inhibitors;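 further: potency means the concentration at half of the fitted maximal effect; plate controls were no compound for no effect and no enzyme for full effect; nearly all actives have a fitted effect of over 20% in size; some results filed as inactive show a strong effect at the top dose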
#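 20 mM phosphate pH 7.0 + 0.01% (detergent screen) or 0.0001% Triton X-100; 5.3 nM AmpC reagent; cpd preinc 15 min RT; nitrocefin (800 uM stock) to start; A480 q20 s × 4 min; Activity was normalised to no-enzyme and no-compound control wells.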
# HCV inhibitor – blocks hepatitis C virus; Huh7.5.1 HCVcc-Cre infection, luciferase reporter, 44 h; Potency, µM (highest dose often 41.8 µM), inactives show top-dose activity change, negative = inhibition, hits mostly inhibitors; hit rate 3.4% among 340,000; further: potency means the concentration at half of the fitted maximal effect
#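 1,000 cells/well; 4 h culture; + compound; + HCVcc-Cre (~0.5 moi); 44 h; luciferase substrate, RT 15 min; read 15 sec.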
# LmPK inh – blocks Leishmania mexicana pyruvate kinase activity | Q27686 | purified LmPK, Kinase-Glo ATP luminescence, 1 h | Potency, µM (doses to about 57.5 µM), without a hit: top-dose activity change, negative = inhibition, hits mostly inhibitors | hit rate 0.37% among 290,000 | AID 1721; further: potency means the concentration at half of the fitted maximal effect
# Target sequence (Q27686 whole entry, looked up): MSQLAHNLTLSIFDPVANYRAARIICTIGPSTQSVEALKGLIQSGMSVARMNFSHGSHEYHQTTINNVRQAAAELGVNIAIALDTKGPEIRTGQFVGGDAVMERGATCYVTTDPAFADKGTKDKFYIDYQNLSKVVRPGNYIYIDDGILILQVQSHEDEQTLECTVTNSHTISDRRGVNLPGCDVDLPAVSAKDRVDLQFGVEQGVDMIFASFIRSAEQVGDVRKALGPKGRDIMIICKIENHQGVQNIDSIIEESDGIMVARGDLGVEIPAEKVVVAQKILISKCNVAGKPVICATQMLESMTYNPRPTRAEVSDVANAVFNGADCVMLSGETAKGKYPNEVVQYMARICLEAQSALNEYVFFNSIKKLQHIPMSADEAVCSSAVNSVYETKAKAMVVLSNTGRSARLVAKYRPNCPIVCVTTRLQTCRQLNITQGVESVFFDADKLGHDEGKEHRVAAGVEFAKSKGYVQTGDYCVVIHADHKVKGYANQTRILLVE
#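 Purified LmPK (0.1 nM) with 0.5 mM PEP and 0.1 mM ADP in imidazole buffer pH 7.2 with MgCl2/KCl, 1 h at room temperature. ATP formed was read by luciferase luminescence and normalized to no-enzyme and uninhibited controls.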
# TbPYK inhibitor – blocks Trypanosoma brucei pyruvate kinase; Potency, µM (highest dose often 76.8 µM), for inactives: at the top dose activity, negative = inhibition, hits mostly inhibitors; TbPYK enzyme, Kinase-Glo Plus ATP luminescence, 45 min; AID 624173; Q57TT1; hit rate 0.12% among 410,000; further: potency means the concentration at half of the fitted maximal effect; nearly all actives have a fitted effect of over 50% in size
#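 Assay buffer: 50 mM TEA pH 7.2, 100 mM KCl, 10 mM MgCl2, 0.05% BSA, 0.01% Tween-20. Pyruvate kinase from T. brucei plus substrate met compound, then ADP (130 uM final). Luminescence was read post 45 min RT.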
# Active calls of the source: *; ? = inconclusive; · = no result given; [ ] = remark or other dose. Unless noted, the call rests on the fitted dose curve; in most records, active means well fitted curve in the direction sought with a large enough effect; inconclusive means small, poorly fitted or top-dose-only effect, or another doubt; inactive means no such curve, though single readings can be large; an effect the other way counts as inactive or inconclusive. Unless noted, on the % scale 0 is the no-effect control and ±100 the full control effect. Random draw from the library; 7.5% or so of the library scored in one or more.
SMILES,AmpC inh detg,HCMV antiviral,AMA1 RON2 block,AmpC no deterg,HCV inhibitor,LmPK inh,TbPYK inhibitor
CC(C)CCNC(=O)C1CCN(S(=O)(=O)c2ccc3nc4c(c(C(=O)O)c3c2)CCCCC4)CC1,-9%,-12,-1%,-22%,2%,-5%,3%
CCN(CC)c1ccc(/C=N/N2CCOCC2)c(O)c1,7%,?,-8%,-13%,12%,-3%,3%
CC(=O)OC1C([N+]2(C)CCCCC2)C[C@H]2C3CC[C@H]4C[C@H](OC(C)=O)C([N+]5(C)CCCCC5)CC4(C)[C@H]3CCC12C (stereo partly drawn),·,3,1%,·,-14%,·,2%
O=C(O)c1ccccc1C(=O)NCc1ccc2c(c1)OCO2,-16%,0,4%,-14%,4%,5%,0%
COc1cccc(C(=O)NC23CC4CC(CC(C4)C2)C3)c1,-18%,56,0%,-27%,13%,3%,-5%
O=C(Nc1nccs1)[C@@H]1CCCN1S(=O)(=O)c1ccc(Cl)cc1,·,55,18%,-18%,15%,·,2%
O=C(N/N=C/c1ccc(OC(F)F)cc1OC(F)F)c1ccc(Br)cc1,-2%,-38,6%,-11%,?,8%,0%
Clc1ccc(OCc2nn3c(-c4ccco4)nnc3s2)cc1,-5%,45,-4%,-7%,-1%,6%,-19%
COc1ccccc1CNC(=O)c1sccc1-c1ccccc1,-8%,-3,-2%,-35%,-29%,-1%,0%
Cc1ccc(-n2cnn(-c3ccc([N+](=O)[O-])cc3[N+](=O)[O-])c2=O)cc1,16%,-34,3%,-20%,?,4%,5%
O=C(NCC1CCCO1)C1CCN(S(=O)(=O)c2cccc3nonc23)CC1 (stereo not drawn),?,-32,14%,-14%,-4%,5%,-2%
CC(C)CC(CO)N1CCN(C(=O)c2ccc(Cl)c(Cl)c2)CCC1=O (stereo not drawn),·,2,-5%,·,7%,·,4%
COc1ccccc1CNC(=O)C1CCN(S(=O)(=O)c2ccc3c(c2)NC(=O)CO3)CC1,-5%,27,1%,3%,6%,-9%,-6%
COCCNC(=S)N(CCc1c(C)[nH]c2ccc(F)cc12)Cc1cccs1,-2%,?,?,12%,?,4%[11.5 µM],-6%
Cc1ccc(NS(=O)(=O)c2ccccc2)c2c1CC(C)(C)O2,0%,-16,-2%,-1%,10µM*,11%,1%
C=CCNC(C(=O)Nc1cccc(OC)c1)c1ccccc1 (stereo not drawn),-9%,-36,-16%,-20%,18%,2%,2%
COc1ccc(C2=NOC(C(=O)Nc3ccc(C)cc3)C2)cc1OC (stereo not drawn),8%,8,-4%,0%,-27%,6%,-27%
CN(C)CCCn1c(NC(=O)C2CCCCC2)nc2ccccc21,2%,?,20%,-22%,?,6%,1%
Cc1ccc(CC2S/C(=C(/C#N)C(=O)NCc3ccco3)N(c3ccccc3)C2=O)cc1 (stereo not drawn),?,7,6%,-33%,-4%,2%,8%
COC(=O)[C@H]1[C@H](c2ccccc2)[C@H](C(=O)OC)O[C@H]1c1ccccc1,·,18,-3%,·,-13%,·,-1%
COc1ccc(OC)c(/C=C2\Oc3cc(OCC(=O)N4CC(O)C[C@H]4C(=O)O)ccc3C2=O)c1 (stereo partly drawn),?,-19,-6%,6%,-5%,-10%,0%
CCOc1ccc(N(CC(=O)N2CCC(Cc3ccccc3)CC2)S(C)(=O)=O)cc1,2%,?,-15%,-1%,?,2%,3%
O=C(CCC(=O)c1cccs1)NCc1ccccc1,?,17,-9%,-2%,17%,1%,3%
CC(C(=O)NCc1ccccn1)c1ccc([N+](=O)[O-])cc1 (stereo not drawn),2%,-8,8%,-16%,-2%,0%,1%
Cc1ccc(OCCCC(=O)Nc2ccc(Cl)c(S(=O)(=O)N3CCOCC3)c2)cc1,-3%,-22,-6%,2%,7.1µM*,·,3%
CCC(=O)O[C@]1(C(=O)CCl)[C@@H](C)C[C@H]2[C@@H]3CCC4=CC(=O)C=C[C@]4(C)[C@@]3(F)[C@@H](O)C[C@@]21C,?,142,1%,4%,-4%[8.37 µM],5%,3%
COc1ccccc1Cc1c(-c2ccc(Cl)cc2)nc2c(Cl)cc(C(F)(F)F)cn12,·,-19,-4%,·,·,·,3%
Cc1nnc(SCC(=O)Nc2sc3c(c2C(N)=O)CCCC3)[nH]c1=O,-11%,-7,5%,-27%,-1%,6%,-1%
CCCC12CN3CC(CCC)(CN(C1)C3c1c(C)[nH]c(=O)[nH]c1=O)C2=O (stereo not drawn),20%,6,·,·,·,·,-5%
CCCn1c(SCC(=O)c2ccc3c(c2)OCCO3)nnc1-c1ccco1,-10%,-2,-10%,42%,-20%,3%,-15%

# Single values from above.
# `COc1ccc(C2=NOC(C(=O)Nc3ccc(C)cc3)C2)cc1OC` (stereo not drawn) in HCMV antiviral is listed with 8
# `CC(C(=O)NCc1ccccn1)c1ccc([N+](=O)[O-])cc1` (stereo not drawn) in AmpC no deterg is listed with -16%
# `Cc1ccc(OCCCC(=O)Nc2ccc(Cl)c(S(=O)(=O)N3CCOCC3)c2)cc1` in AmpC no deterg is listed with 2%

# (more compounds)
SMILES,AmpC inh detg,HCMV antiviral,AMA1 RON2 block,AmpC no deterg,HCV inhibitor,LmPK inh,TbPYK inhibitor
O=C(Nc1ccccc1C(=O)NCCCN1CCOCC1)c1ccc(Cl)cc1,-1%,-14,-4%,38%,·,-2%,-9%
O=C(Nc1ccc(S(=O)(=O)NC2=NCCCCC2)cc1)c1ccc(Cl)cc1Cl,-2%,?,-1%,-13%,?,·,-5%
CC1CCCN(C(=O)C2CCN(CC(C)c3ccccc3)CC2)C1 (stereo not drawn),-6%,?,-1%,-2%,1%,6%,-11%
NS(=O)(=O)c1ccc(CNC(=O)c2cc(-c3cccnc3)nc3ccc(Br)cc23)cc1,0%,8,15%,-31%,2%,-5%,3%
CCn1cc(C(=O)O)c(=O)c2cc(F)c(N3CCN(C(=S)Nc4ccc(OC)cc4)CC3)cc21,3%,-28,15%,-14%,-1%,1%,-4%
CCN(CC)c1ccc(C(=O)NNC(=O)Cn2c(=O)cnc3ccccc32)cc1,·,-22,145%[activator],·,·,·,-4%
Cc1c(Cl)cccc1NC(=S)NCc1ccccc1,·,-78*,23%,·,-17%,·,5%
CCOc1cc(C2NC(=O)NC(c3ccccc3)=C2C(C)=O)ccc1OC(C)=O (stereo not drawn),-3%,10,-2%,67%[activator],9%,7%,0%
C/C=C/C=C/C(=O)OCC(=O)Nc1ccc(Cl)cc1,7%,-4,-15%,-14%,23%,-6%,-6%
CCOc1ccc2nc3c(cc2c1)CN(CCCO)C(=NCCOC)S3,?,-22,-1%,134%[activator],-26%,0%,?
Cc1cc2nccc(-c3cccnc3)n2n1,?,-12,-10%,-16%,-3%,-7%,2%
NS(=O)(=O)c1ccc(CCN2C(=O)CCC2=O)cc1,-3%,-3,2%,-8%,13%,-2%,0%
O=C(Nc1ccccc1Br)c1ccc(N2CCCC2=O)cc1,-10%,34,-5%,-16%,-10%,·,-1%
O=C(/C=C/c1cc(Br)ccc1F)OCC(=O)N1CCCC1,?,-25,12%[11.6 µM],46%,15%,·,-1%
COc1ccc(NC(=O)N2CCCC2C(=O)NCC2CCCCC2)cc1 (stereo not drawn),-11%,-27,3%,13%,3%,-4%,5%
COc1ccc(NC(=S)Nc2ccc3nc(C)c(C)nc3c2)cc1,-4%,-22,0%,-15%,-10%,4%,-13%
O=C(N/N=C/c1ccc(Cl)cc1)c1cc2c(s1)-c1ccccc1CC2,-1%,-11,-4%,-24%,?,0%,-5%
CC[C@@H]1C(c2cccc(Cl)c2)=NN(c2ccc(Br)cc2)[C@H]1C(=O)N1CCOC1=O,·,·,97%[activator],-24%,13%,·,3%
COC(=O)[C@@]1(Cc2ccc(F)cc2)[C@H]2c3cc(C(=O)N(C)C)n(CCN4CCOCC4)c3C[C@H]2CN1C(=O)c1ccccc1,·,-20,14%,·,·,·,-5%
Cc1ccc(CNc2oc(-c3ccco3)nc2C#N)cc1,-2%,?,-7%,-17%,?,3%,0%
O=C(Nc1ccc(Cl)c(Cl)c1)c1ccc2c(c1)OCO2,4%,30,5%,-37%,-21%,0%,4%
CC1CCC(=C(C#N)c2nc(-c3cc4ccccc4oc3=O)cs2)CC1 (stereo not drawn),-6%,·,-7%,-26%,?,3%,3%
COc1ccccc1CNC(=O)COC(=O)c1sc(C)nc1C,5%,-3,10%,-10%,9%,·,-8%
Cc1ccc(S(=O)(=O)N2CCOCC2)cc1NC(=O)Nc1ccc([N+](=O)[O-])cc1,·,?,-1%,-12%,-24%,·,-3%
Cc1ccc(NC(=O)Nc2ccccc2)cc1[N+](=O)[O-],2%,32,-3%,-29%,?,0%,-2%
Cc1ccc2nc(NC(=O)Cn3nc(C)c([N+](=O)[O-])c3C)sc2c1,7%,?,-12%,-30%,6%,2%,-6%
COC(C/C=C\[C@@H](O)COCc1ccccc1)OC,1%,-4,18%,-12%,9%,0%,-7%
CCS(=O)(=O)N1CCCC(C(=O)NCc2cccc(OC)c2)C1 (stereo not drawn),-12%,6,5%,-11%,19%,-2%,-4%
CNc1nc(C23CC4CC(CC(C4)C2)C3)cs1,2%,8,-22%,-32%,-6%,1%,-2%
O=C(CNC(=O)c1ccco1)NCC(=O)OCc1cccc(C(=O)Oc2ccccc2)c1,-10%,·,8%,32%,-4%,-4%,-11%

# Next part (two carried over from the part before).
SMILES,AmpC inh detg,HCMV antiviral,AMA1 RON2 block,AmpC no deterg,HCV inhibitor,LmPK inh,TbPYK inhibitor
CNc1nc(C23CC4CC(CC(C4)C2)C3)cs1,2%,8,-22%,-32%,-6%,1%,-2%
O=C(CNC(=O)c1ccco1)NCC(=O)OCc1cccc(C(=O)Oc2ccccc2)c1,-10%,·,8%,32%,-4%,-4%,-11%
COc1ccc2c(c1)c1c(c(=O)n(-c3cc(Cl)ccc3C)c(=O)n1Cc1ccc(F)cc1)n2C,-1%,0,·,·,·,·,6%
Cc1cccn2c(=O)c(C=C(C#N)C#N)c(N3CCN(c4cccc(Cl)c4)CC3)nc12,0%,-23,-11%,-26%,16%,-5%,10%
CCc1ccc(NC(=O)Cn2nnc(C(=O)NCc3cccs3)c2N)cc1,4%,-28,-3%,-14%,5%,6%,4%
NS(=O)(=O)c1ccc(CNc2ccc3ccccc3n2)cc1,-9%,21,2%,-15%,-26%,-1%,5%
CCOC(=O)c1cc(-c2ccc(F)cc2)n(CCC(=O)NC2CCCCC2)c1C,-5%,0,·,·,·,·,3%[15.4 µM]
